Rad51 HR inh – Rad51 (human) homologous recombination inhibition; Q06609; hRad51 DNA strand exchange, fluorescence dequenching; inhibition, % at 10 µM; 200,000 compounds, 0.085% hits;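 active = inhibition above 40% at the single screening dose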;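 note: 0% = DMSO control wells and 100% = blanks with heterologous ssDNA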
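material = hRad51 filaments on single-stranded DNA | timing = filaments 15 min 37 °C, then compound 30 min | signal = FRET fluorescence dequenching, excitation 485 nm, emission 520 nm | benchmarks = control wells and blank wells on each plate | evaluation = percent inhibition relative to plate controls and blanks | compound = 10 µM final, single point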
FXIIa inh – factor XIIa (human) inhibition | P00748 | purified FXIIa, Boc-QGR-AMC fluorogenic substrate, 2 h | inhibition, % at 5 µM | 220,000 compounds, 0.3% hits | AID 800; in the data active = inhibition above about 40%;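 note: 0% = enzyme with no compound and 100% = blank without enzyme; many of its hits are not listed in these tables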
TNF death inh – TNF-alpha cell death inhibition in Jurkat FADD-/- cells; Jurkat FADD-/- TNF necroptosis rescue, ATP luminescence, 24 h; 0 = TNF only, 100 = no-TNF cells; activation (protection from cell death), % at 10 µM; 220,000 compounds, 0.068% hits; AID 463075;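 active = activation, meaning protection from cell death, of at least 50% relative to plate controls; inactive = activation below 50%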;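 note: necroptosis triggered by 40 ng/mL TNF-alpha added together with compound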
KLK5 inh – blocks human kallikrein 5 protease activity | 210,000 compounds, 0.59% hits | recombinant hK5, fluorogenic AMC substrate cleavage | inhibition, % at 5 µM;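 active = inhibition of 40% or more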;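 note: 0% = enzyme controls without compound and 100% = no-enzyme blanks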
Hck Nef HTS – blocks Nef-activated human Hck kinase; P08631; inhibition, % at 20 µM; AID 463187; Recombinant Hck-YEEI plus Nef, Z-Lyte FRET kinase assay; 220,000 compounds, 0.68% hits;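 active = Hck-Nef kinase inhibition above about 50%, limit read from the data; inactive = inhibition below that limit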;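 note: 0% = DMSO with Hck plus Nef and 100% = Hck alone without Nef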
zVAD death inh – L929 zVAD cell death inhibition; viability rescue, % at 10 µM; L929 zVAD necroptosis rescue, ATP luminescence, 24 h; with zVAD 60 µM; AID 1377; 220,000 compounds, 0.38% hits;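 active = activation, scaled between plate controls, above about 75%, limit read from the data; inactive = activation under that limit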;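 note: 0% = zVAD with DMSO and 100% = DMSO alone without zVAD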
FXIa inh – blocks human coagulation factor XIa protease activity; P03951; purified FXIa, Boc-Glu-Ala-Arg-AMC fluorogenic substrate; inhibition, % at 5 µM; 220,000 compounds, 0.14% hits; AID 798;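 active = inhibition of at least 40%; inactive = inhibition below 40%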;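 note: fluorescence of freed AMC excited at 355 nm; 0% = enzyme without compound and 100% = no enzyme blank; many of its hits are not listed in these tables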
thrombin 1536 – inhibitors of human thrombin | alpha-thrombin, Boc-VPR-AMC fluorogenic substrate cleavage | inhibition, % at 5 µM | 220,000 compounds, 0.26% hits | AID 1046;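 active = inhibition at or above 40%; inactive = inhibition below 40%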;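 note: 0% = enzyme with no compound and 100% = wells without enzyme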
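System: Human alpha-thrombin protein | Medium: pH 7.5 Tris (50 mM) with NaCl 150 mM, Tween 20 0.05% | Times: Enzyme reaction carried out at room temperature | Detection: AMC fluorescence, 355/460 nm | Evaluation: Percent inhibition scaled between no-compound controls and no-enzyme blanks | Benchmarks: Enzyme without compound as high, wells lacking enzyme as low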
KCC2 mod – KCC2 (human) Cl- transport modulation; B-score of Tl+ flux slope (higher = more flux/activation; lower = inhibition) at 10 µM; Q9H2X9; 190,000 compounds, 2.2% hits; KCC2 cells, thallium flux FluoZin-2 fluorescence;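 active = thallium flux slope and its plate-corrected score both differing from the plate sample mean at a set confidence after two filtering rounds, in either direction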;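 note: slope of fluorescence scaled to starting intensity during 10 to 20 s after thallium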
Target sequence (Q9H2X9 whole entry, looked up): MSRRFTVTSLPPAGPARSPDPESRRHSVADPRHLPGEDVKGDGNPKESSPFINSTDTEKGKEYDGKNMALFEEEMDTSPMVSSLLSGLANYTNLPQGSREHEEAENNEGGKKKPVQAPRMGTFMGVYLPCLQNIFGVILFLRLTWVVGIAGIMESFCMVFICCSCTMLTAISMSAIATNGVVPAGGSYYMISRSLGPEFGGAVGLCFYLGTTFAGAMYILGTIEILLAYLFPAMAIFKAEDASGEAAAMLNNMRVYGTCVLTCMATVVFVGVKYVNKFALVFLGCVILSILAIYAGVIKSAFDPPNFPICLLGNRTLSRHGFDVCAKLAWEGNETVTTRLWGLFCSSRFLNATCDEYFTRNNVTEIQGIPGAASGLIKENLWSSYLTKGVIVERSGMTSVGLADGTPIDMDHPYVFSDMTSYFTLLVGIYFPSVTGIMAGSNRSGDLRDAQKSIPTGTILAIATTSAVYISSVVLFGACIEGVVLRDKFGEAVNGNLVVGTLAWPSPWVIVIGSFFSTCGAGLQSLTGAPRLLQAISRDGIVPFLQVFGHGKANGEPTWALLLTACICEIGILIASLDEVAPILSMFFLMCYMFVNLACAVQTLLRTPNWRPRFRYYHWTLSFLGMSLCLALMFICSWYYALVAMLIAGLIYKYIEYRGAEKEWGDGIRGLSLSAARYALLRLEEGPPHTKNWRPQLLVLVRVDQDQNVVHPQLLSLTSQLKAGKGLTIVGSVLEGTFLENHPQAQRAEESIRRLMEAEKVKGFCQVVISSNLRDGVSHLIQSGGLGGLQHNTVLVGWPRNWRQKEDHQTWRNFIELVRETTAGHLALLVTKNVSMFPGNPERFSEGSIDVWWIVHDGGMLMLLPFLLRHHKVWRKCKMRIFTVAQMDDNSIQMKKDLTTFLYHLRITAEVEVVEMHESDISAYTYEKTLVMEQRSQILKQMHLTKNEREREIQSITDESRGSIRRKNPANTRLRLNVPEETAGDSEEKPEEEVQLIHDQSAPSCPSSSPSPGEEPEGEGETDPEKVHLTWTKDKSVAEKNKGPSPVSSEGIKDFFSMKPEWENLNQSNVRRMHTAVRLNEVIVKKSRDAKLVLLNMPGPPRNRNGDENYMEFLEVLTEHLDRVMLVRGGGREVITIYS
An asterisk follows results filed as active.

The opening 3 compounds (preview)
Results for CCOc1ccc(-c2nnc(-c3ccncc3)o2)cc1OCC ?
Rad51 HR inh: -15; FXIIa inh: 3; TNF death inh: -1.1; KLK5 inh: -9; Hck Nef HTS: 6; zVAD death inh: 1.5; FXIa inh: -2; thrombin 1536: 0; KCC2 mod: 0.072

How did O=C(CN1C(=O)c2ccccc2S1(=O)=O)NC1CCCCCC1 do in these assays?
Rad51 HR inh: 3; FXIIa inh: -3; TNF death inh: 3.0; KLK5 inh: 24; Hck Nef HTS: -5; zVAD death inh: 2.8; FXIa inh: -6; thrombin 1536: -4; KCC2 mod: -0.23

What do the screens show for `O=C1C(Cc2c[nH]c3ccccc23)NC(=S)N1Cc1ccccc1` (stereo unspecified)?
Rad51 HR inh: -6; FXIIa inh: 10; TNF death inh: 48; KLK5 inh: 0; Hck Nef HTS: 22; zVAD death inh: 3.8; FXIa inh: 6; KCC2 mod: -0.37

Results, from the first entry:
Results for CCOc1ccc(-c2nnc(-c3ccncc3)o2)cc1OCC ?
Rad51 HR inh: -15; FXIIa inh: 3; TNF death inh: -1.1; KLK5 inh: -9; Hck Nef HTS: 6; zVAD death inh: 1.5; FXIa inh: -2; thrombin 1536: 0; KCC2 mod: 0.072

How did O=C(CN1C(=O)c2ccccc2S1(=O)=O)NC1CCCCCC1 do in these assays?
Rad51 HR inh: 3; FXIIa inh: -3; TNF death inh: 3.0; KLK5 inh: 24; Hck Nef HTS: -5; zVAD death inh: 2.8; FXIa inh: -6; thrombin 1536: -4; KCC2 mod: -0.23

What do the screens show for `O=C1C(Cc2c[nH]c3ccccc23)NC(=S)N1Cc1ccccc1` (stereo unspecified)?
Rad51 HR inh: -6; FXIIa inh: 10; TNF death inh: 48; KLK5 inh: 0; Hck Nef HTS: 22; zVAD death inh: 3.8; FXIa inh: 6; KCC2 mod: -0.37

What do the screens show for `Cc1ccccc1CSc1nnc(CCCCCNC(=O)OC(C)(C)C)o1`?
FXIIa inh: 9; TNF death inh: -0.7; KLK5 inh: 1; Hck Nef HTS: 12; zVAD death inh: -0.5; FXIa inh: 3; thrombin 1536: -1; KCC2 mod: -1.7

What do the screens show for `C=CCn1c(C)cc(C(=O)CSc2nc(N)cc(N)n2)c1C`?
Rad51 HR inh: -6; FXIIa inh: 5; TNF death inh: -0.8; KLK5 inh: 0; Hck Nef HTS: 5; zVAD death inh: -1.0; FXIa inh: 1; thrombin 1536: 1; KCC2 mod: 0.032

Results for CN(C)CCCN(C(=O)CCc1ccccc1)c1nc2ccc(Br)cc2s1 ?
Rad51 HR inh: -4; FXIIa inh: 5; TNF death inh: -1.8; KLK5 inh: 1; Hck Nef HTS: 22; zVAD death inh: 4.3; FXIa inh: -3; thrombin 1536: -10; KCC2 mod: 1.6

Results for COc1cccc(NC(=O)c2ccncc2)c1 ?
Rad51 HR inh: 26; FXIIa inh: 23; TNF death inh: -1.5; KLK5 inh: -5; Hck Nef HTS: 2; zVAD death inh: 1.3; FXIa inh: 6; thrombin 1536: 7

What do the screens show for `Cc1ccc(S(=O)(=O)N2CCC(C(=O)N[C@H](C(=O)NCC3CCCO3)C(C)C)CC2)cc1` (stereo partly specified)?
Rad51 HR inh: -4; FXIIa inh: 8; TNF death inh: -0.1; KLK5 inh: -4; Hck Nef HTS: 6; zVAD death inh: 1.8; FXIa inh: 5; thrombin 1536: -1

What do the screens show for `Nc1cc(C(F)(F)F)cc([N+](=O)[O-])c1N`?
Rad51 HR inh: -3; FXIIa inh: 16; TNF death inh: -4.8; KLK5 inh: 3; Hck Nef HTS: 16; zVAD death inh: -0.4; FXIa inh: 13; KCC2 mod: 0.11

Results for O=C(Cn1cc2c(n1)CCCC2)N1CCOCC1 ?
Rad51 HR inh: 7; FXIIa inh: 13; TNF death inh: 0.8; KLK5 inh: -5; Hck Nef HTS: 2; zVAD death inh: 0.5; FXIa inh: -1; thrombin 1536: -4

How did COc1cc(NC(=O)Cn2c(-c3cncs3)nc3ccccc32)cc(OC)c1OC do in these assays?
Rad51 HR inh: 5; FXIIa inh: 3; TNF death inh: -0.1; KLK5 inh: 3; Hck Nef HTS: -17; zVAD death inh: -1.0; FXIa inh: -4; thrombin 1536: -2; KCC2 mod: 0.58

What do the screens show for `Nc1c(S(=O)(=O)c2ccccc2)nnn1-c1ccccc1`?
Rad51 HR inh: -2; FXIIa inh: 18; TNF death inh: -1.0; KLK5 inh: 2; Hck Nef HTS: 1; zVAD death inh: 0.1; FXIa inh: 11; thrombin 1536: 4

Results for C/C(Cn1nc([N+](=O)[O-])cc1C)=N\NC(=O)c1ccc(C(C)(C)C)cc1 ?
Rad51 HR inh: -4; FXIIa inh: 20; TNF death inh: -1.0; KLK5 inh: -18; Hck Nef HTS: 14; zVAD death inh: -0.7; FXIa inh: 1; thrombin 1536: 5; KCC2 mod: 1.5

What do the screens show for `O=C(c1ccc(F)cc1)C(C(=O)N1CCCCC1)n1ccccc1=O` (stereo unspecified)?
Rad51 HR inh: 1; FXIIa inh: 14; TNF death inh: 0.0; KLK5 inh: 3; Hck Nef HTS: 22; zVAD death inh: 1.9; FXIa inh: -1; thrombin 1536: 2; KCC2 mod: -0.32

How did COc1ccc2nc(SCC(=O)Nc3ccc(S(=O)(=O)Nc4nccc(C)n4)cc3)[nH]c2c1 do in these assays?
Rad51 HR inh: 5; FXIIa inh: 14; TNF death inh: -1.9; KLK5 inh: -18; Hck Nef HTS: 1; zVAD death inh: -0.1; FXIa inh: 4; thrombin 1536: 0; KCC2 mod: 1

How did Cc1csc(NC(=O)c2ccc(Cl)cc2[N+](=O)[O-])n1 do in these assays?
Rad51 HR inh: 28; FXIIa inh: 8; TNF death inh: 0.7; KLK5 inh: -6; Hck Nef HTS: 21; zVAD death inh: 3.3; FXIa inh: -1; thrombin 1536: -10; KCC2 mod: 0.33

How did COc1cc2c(cc1NC(=O)CSc1nnc(Cc3cccs3)n1C)oc1ccccc12 do in these assays?
Rad51 HR inh: 7; FXIIa inh: -5; TNF death inh: 1.0; KLK5 inh: -20; Hck Nef HTS: 12; zVAD death inh: 1.5; FXIa inh: -2; thrombin 1536: -6; KCC2 mod: 1.1

Results for CN(c1ccc(O)cc1)c1nc(-c2cccs2)cs1 ?
FXIIa inh: 8; TNF death inh: -2.1; KLK5 inh: 1; Hck Nef HTS: 19; zVAD death inh: -0.7; FXIa inh: 0; thrombin 1536: 0; KCC2 mod: -2.8

How did COc1ccc(OC)c(/C=N/NC(=O)C(=O)N2CCCC2)c1 do in these assays?
Rad51 HR inh: 3; FXIIa inh: 7; TNF death inh: 0.6; KLK5 inh: -1; Hck Nef HTS: 24; zVAD death inh: 5.3; FXIa inh: -7; thrombin 1536: -10; KCC2 mod: 0.17

How did O=C(NC(Cc1c[nH]c2ccccc12)c1nnc2n1CCCCC2)c1ccccc1Cl (stereo unspecified) do in these assays?
Rad51 HR inh: -2; FXIIa inh: 17; TNF death inh: 0.0; KLK5 inh: 1; Hck Nef HTS: 1; zVAD death inh: 0.1; FXIa inh: 3; thrombin 1536: 1; KCC2 mod: -0.052

How did CCc1ccc(/C(C)=N/Nc2cc(Cl)nc(C)n2)cc1 do in these assays?
Rad51 HR inh: -6; FXIIa inh: -8; TNF death inh: -6.6; KLK5 inh: -4; Hck Nef HTS: 1; zVAD death inh: 1.3; FXIa inh: -9; thrombin 1536: -4; KCC2 mod: 1.1

Results for OCCN1CCN(C(=S)Nc2ccccc2)CC1 ?
Rad51 HR inh: -3; FXIIa inh: 9; TNF death inh: 0.2; KLK5 inh: 3; Hck Nef HTS: 7; zVAD death inh: 0.5; FXIa inh: 5; thrombin 1536: 2; KCC2 mod: -0.0029

Results for CCc1ccccc1N1C(=O)[C@@H]2Cc3ccccc3CN2C1=O ?
Rad51 HR inh: 17; FXIIa inh: 1; TNF death inh: 3.2; KLK5 inh: -3; Hck Nef HTS: 11; zVAD death inh: 1.4; FXIa inh: -2; thrombin 1536: -5; KCC2 mod: -1.4

Results for CC(OC(=O)CCc1nc2ccccc2c(=O)[nH]1)C(=O)c1ccc(C(C)(C)C)cc1 (stereo unspecified) ?
Rad51 HR inh: 7; FXIIa inh: 1; TNF death inh: 2.2; KLK5 inh: -11; Hck Nef HTS: 2; zVAD death inh: 1.2; FXIa inh: -6; thrombin 1536: -17; KCC2 mod: 0.048

Results for Cc1ccc(S(=O)(=O)Nc2ccc3ncccc3c2)cc1 ?
Rad51 HR inh: -4; FXIIa inh: 9; TNF death inh: -3.9; KLK5 inh: -18; Hck Nef HTS: 3; zVAD death inh: 2.3; FXIa inh: 4; thrombin 1536: -2; KCC2 mod: -0.24

What do the screens show for `COc1cc(/C=C/C(=O)OCC(=O)N2CCCCCC2)ccc1OCC#N`?
Rad51 HR inh: -11; FXIIa inh: 5; TNF death inh: 0.3; KLK5 inh: 0; Hck Nef HTS: 20; zVAD death inh: 7.2; FXIa inh: -4; thrombin 1536: 7; KCC2 mod: -1

Results for COc1ccc2c(C)nc(Nc3nc(C)cc(C)n3)nc2c1 ?
Rad51 HR inh: -45; FXIIa inh: 12; TNF death inh: -0.2; KLK5 inh: 3; Hck Nef HTS: -25; zVAD death inh: -1.8; FXIa inh: -3; thrombin 1536: -5; KCC2 mod: -0.54

Results for Cc1nnsc1S(=O)(=O)Cc1ccccc1Cl ?
Rad51 HR inh: -2; FXIIa inh: 14; TNF death inh: -0.6; KLK5 inh: -5; Hck Nef HTS: 1; zVAD death inh: 0.4; FXIa inh: -2; thrombin 1536: -3

What do the screens show for `CCOC(=O)N1CCN(C(=O)CSc2nnc(-c3cccs3)o2)CC1`?
Rad51 HR inh: -1; FXIIa inh: 5; TNF death inh: 0.8; KLK5 inh: 6; Hck Nef HTS: 0; zVAD death inh: 0.9; FXIa inh: -5; thrombin 1536: 3; KCC2 mod: -1.8

How did CCOn1c(=O)c(=O)n(OCc2ccccc2)c2ccccc21 do in these assays?
Rad51 HR inh: 2; FXIIa inh: 19; TNF death inh: -1.7; KLK5 inh: 5; Hck Nef HTS: -1; zVAD death inh: 0.3; FXIa inh: -4; thrombin 1536: -1; KCC2 mod: 0.18

How did CCCOc1ccc(N2C(=O)CC(N(Cc3ccccc3)N=O)C2=O)cc1 (stereo unspecified) do in these assays?
FXIIa inh: 7; TNF death inh: -1.1; KLK5 inh: -3; Hck Nef HTS: -2; zVAD death inh: 1.0; FXIa inh: 0; thrombin 1536: -2; KCC2 mod: 0.58

What do the screens show for `Cc1ccc(Cc2c(C)[nH]c(=S)[nH]c2=O)cc1`?
Rad51 HR inh: 5; FXIIa inh: 4; TNF death inh: 0.0; KLK5 inh: -4; Hck Nef HTS: 10; zVAD death inh: 0.4; FXIa inh: -1; thrombin 1536: -4; KCC2 mod: -0.079

How did O=C(CSc1ccccc1)NC1=NCCS1 do in these assays?
Rad51 HR inh: -2; FXIIa inh: 5; TNF death inh: 2.1; KLK5 inh: -2; Hck Nef HTS: 11; zVAD death inh: 1.2; FXIa inh: -1; thrombin 1536: -4; KCC2 mod: -0.0042

What do the screens show for `COCCn1c(C)cc(/C=C2/SC(=O)N(C(C)C(=O)OC)C2=O)c1C` (stereo unspecified)?
Rad51 HR inh: 2; FXIIa inh: 13; TNF death inh: -2.1; KLK5 inh: 4; Hck Nef HTS: 11; zVAD death inh: -0.3; FXIa inh: 5; thrombin 1536: 1; KCC2 mod: -0.11

Not all compounds are listed; count on the stated rates, not on these rows.
